5HT1E ag: 5-HT1E (human) receptor agonism. P28566. 65,000 tested, 0.69% active. activation, % at 6 µM. CHO 5-HT1E Ga15 NFAT-bla reporter, FRET; 0% DMSO wells, 100% control agonist wells;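 active = activation above a set limit, the screen-wide mean activation plus 3 SD, cut at about 8.5% in these data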;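 note: 100% = positive control agonist at 1 µM giving full maximal response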
M1 agonist: activates the M1 muscarinic receptor; CHO-M1 cells, Fluo-4 calcium fluorescence, agonist mode; stronger effect = higher value; B-score at 10 µM; 64,000 tested, 3% active; AID 626;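 active = fluorescence rise, raw or as B-score row- and column-corrected plate score, outside the 99.7% band of its plate's samples, either direction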
Jurkat tox 60K: cytotoxicity toward Jurkat cells; Jurkat E6.1 viability, ATP luminescence, 48 h; inhibition, % at 4 µM; 56,000 tested, 1.2% active;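 active = inhibition above the mean inhibition of all tested compounds plus 3 SD, cut at about 28% in these data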
5HT1E antag: blocks the human 5-HT1E serotonin receptor | P28566 | CHO 5-HT1E Ga15 NFAT-bla reporter, FRET, antagonist | inhibition, % at 6 µM | 65,000 tested, 0.99% active;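 active = inhibition above a set limit, the mean inhibition across every tested compound plus 3 SD, cut at about 29% in these data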;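 note: signal is the 460 over 535 nm emission ratio of beta-lactamase substrate; 0% = agonist plus DMSO wells and 100% = wells without agonist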
5HT1a ag: activates the human 5-HT1a serotonin receptor. CHO 5-HT1a Ga15 NFAT-bla reporter, FRET ratio; 0% basal, 100% maximal reference agonist. activation, % at 10 µM. 65,000 tested, 0.56% active. AID 567;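 active = activation above the screen-wide mean activation plus 3 SD, cut at about 19% in these data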;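 note: 0% = DMSO wells and 100% = 5-CT at EC100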
S1P1 ag pot: activates or potentiates agonism at human S1P1 receptor | S1P1 CRE-bla cells, forskolin, beta-lactamase FRET, potentiator mode; S1P1 agonist co-added at EC20, 2 nM; 100% = saturating reference agonist, 0% = basal | 56,000 tested, 0.57% active | P21453 | activation, % at 9.5 µM;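 active = activation above a cutoff set at the mean activation of all tested compounds plus 3 SD, cut at about 54% in these data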;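 note: forskolin at 4 µM as EC80 and the EC20 agonist is SEW2871; 100% = SEW2871 at its EC100 plus forskolin at EC80; some compounds past the cut are filed as inactive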
Target sequence (P21453 whole entry, looked up): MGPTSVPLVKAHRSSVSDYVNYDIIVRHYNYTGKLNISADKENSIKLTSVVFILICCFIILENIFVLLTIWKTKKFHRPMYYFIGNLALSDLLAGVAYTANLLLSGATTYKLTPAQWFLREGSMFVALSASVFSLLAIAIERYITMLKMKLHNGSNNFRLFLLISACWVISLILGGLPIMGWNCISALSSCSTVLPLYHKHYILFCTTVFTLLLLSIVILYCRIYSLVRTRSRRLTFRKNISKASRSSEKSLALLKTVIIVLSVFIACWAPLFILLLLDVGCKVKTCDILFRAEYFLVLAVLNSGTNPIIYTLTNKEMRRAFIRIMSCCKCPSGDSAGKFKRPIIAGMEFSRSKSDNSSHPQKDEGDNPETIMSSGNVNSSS
S1P3 agonist: agonists of human S1P3 receptor; Q99500; S1P3 NFAT-BLA reporter cells, agonism, FRET ratio; relative to 1 µM S1P, basal subtracted; AID 373; 60,000 tested, 0.1% active; activation, % at 4.5 µM;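 active = activation above the screen-wide mean plus 3 SD, cut at about 4.5% in these data, passing the limit was not always enough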; note: some compounds called inactive have numbers as strong as hits
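Material: Human S1P3 NFAT-BLA reporter CHO cells | Incubation: Overnight plating, 4 h compound 37 °C, 2 h substrate RT | Signal: FRET β-lactamase substrate fluorescence, excitation 405 nm, 460/535 nm emission ratio, background-subtracted | Compound: 4.5 µM final, single dose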
5HT1a antag: blocks the human serotonin 5-HT1a receptor. P08908. CHO 5-HT1a Ga15 NFAT-bla reporter, antagonist mode. inhibition, % at 10 µM. 62,000 tested, 0.68% active. AID 612;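 active = inhibition above the mean of all tested compounds plus 3 SD, cut at about 43% in these data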;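 note: receptor stimulated by 5-CT agonist at 100 nM near EC80; beta-lactamase reporter measured by ratiometric fluorescence of a cleavable substrate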
M1 antag: M1 muscarinic receptor (rat) antagonism; B-score at 10 µM; 64,000 tested, 3.4% active; P08482; CHO-M1 cells, Fluo-4 calcium, ACh EC80 antagonist mode; stronger effect = lower value;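 active = calcium fluorescence response, raw or row-and-column corrected B-score, differing from the plate sample mean either way at a set confidence level, mostly lower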
Target sequence (P08482 whole entry, looked up): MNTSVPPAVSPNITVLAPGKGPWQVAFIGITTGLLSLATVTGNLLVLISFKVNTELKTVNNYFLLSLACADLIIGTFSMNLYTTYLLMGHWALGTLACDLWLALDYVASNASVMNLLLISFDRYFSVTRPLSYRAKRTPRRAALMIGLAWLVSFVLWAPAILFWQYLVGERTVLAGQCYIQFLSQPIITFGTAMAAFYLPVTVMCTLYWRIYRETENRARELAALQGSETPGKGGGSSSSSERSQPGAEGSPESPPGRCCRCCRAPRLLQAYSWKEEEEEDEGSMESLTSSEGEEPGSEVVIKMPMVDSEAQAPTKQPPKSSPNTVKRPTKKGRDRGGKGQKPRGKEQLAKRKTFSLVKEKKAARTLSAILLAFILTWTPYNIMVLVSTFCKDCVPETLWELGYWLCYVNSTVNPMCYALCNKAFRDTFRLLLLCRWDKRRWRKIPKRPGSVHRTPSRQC
Starred values were filed as active, the others as inactive; / = no result given.

no.	Molecule	5HT1E ag	M1 agonist	Jurkat tox 60K	5HT1E antag	5HT1a ag	S1P1 ag pot	S1P3 agonist	5HT1a antag	M1 antag
1	CCOC(=O)C(CC(=O)O)N1CCCCC1 (configuration not stated)	2.1	0.015	/	-5	1.7	-11	-2.8	/	0.29
2	COc1cccc(C2CC(c3c(Cl)cccc3Cl)n3nc(N)nc3N2)c1 (configuration not stated)	0.2	-1.6	-3	5	1.7	-12	-1.1	4	0.44
3	CCOC(=O)C1CCCN(CC(O)COc2ccc(OC)cc2C(C)(C)C)C1 (configuration not stated)	-0.1	20*	6	13	-1.3	-52	-0.1	17	-6.7*
4	Cc1sc2c(=O)n3c(nc2c1C(=O)NCCCN1CCOCC1)CCCCC3	1.0	0.0063	-5	-1	2.9	-13	-0.5	-2	-0.1
5	O=C1c2ccccc2C(=O)N1CCCCN(C(=O)c1ccco1)c1ccc(Cl)cc1	-0.6	2.3	17	11	0.7	23	-0.8	4	-0.24
6	CC(C)(C)NC(=O)C(c1ccccc1)N(C(=O)c1csnn1)C1CC1 (configuration not stated)	1.4	-0.36	-1	-11	-2.3	5	-0.1	11	-0.52
7	O=C(Nc1ccc(N2CCCCC2)cc1)c1ccccc1	0.6	0.21	10	9	-0.4	10	-1.9	6	-0.084
8	CCOC(=O)c1ccc2c(c1)nc(C1CCN(S(=O)(=O)c3cccs3)CC1)n2CC	0.4	1.8	14	7	-1.7	8	-1.6	18	-2.9*
9	C=CCC1CCCCC12NC(=O)NC2=O (configuration not stated)	0.1	0.024	8	1	1.3	-4	-1.1	-4	1.5
10	O=C(Nc1ccccc1Cl)N1CCN(c2ccccn2)CC1	0.0	/	-1	-4	-0.6	-21	0.1	-4	/
11	O=C(Nc1ccc(Cl)cc1C(=O)Nc1ccncc1)c1ccco1	0.2	-0.32	8	-1	-4.0	-26	-0.5	-6	-0.28
12	Cc1c(NC(=O)c2ccc(Br)o2)c(=O)n(-c2ccccc2)n1C	0.9	-0.3	2	-2	0.0	-18	-1.0	-9	-0.069
13	CCCOc1ccc(N2C(=O)CC(N(Cc3ccc(S(N)(=O)=O)cc3)C(=O)CC)C2=O)cc1 (configuration not stated)	-0.3	0.61	/	1	0.6	1	-1.3	/	0.75
14	N#CC(c1nc2ccccc2nc1N1CCCC1)S(=O)(=O)c1ccccc1 (configuration not stated)	1.8	4*	/	1	0.8	/	/	-1	-0.23
15	CCN(Cc1ccccc1)S(=O)(=O)c1ccc(S(=O)(=O)N2CCN(C)CC2)cc1	1.2	0.35	5	-4	-0.1	-15	-0.2	-6	-0.15
16	CCc1cc(=O)oc2cc(C)cc(O)c12	0.1	-1.1	-5	-9	-1.9	-1	0.9	-5	-0.71
17	CCc1ccc(C(=O)N2CCCC2)s1	0.4	0.16	-4	-7	-0.8	-9	-0.9	6	-0.44
18	COCCOC(=O)C1=C(C)NC2=C(C(=O)CC(C)(C)C2)C1c1ccc2c(c1)OCO2 (configuration not stated)	0.1	0.28	0	4	-1.3	-24	-0.6	7	-0.025
19	CC(=O)c1cccc(NC(=O)N2CCCC2C(=O)NC2CCCCC2)c1 (configuration not stated)	-1.9	-0.051	-5	-5	0.5	-2	-0.3	-4	0.35
20	CCCCCn1c(CNC(=O)CC)nc2ccccc21	1.1	0.89	-2	-5	-2.9	16	-1.1	1	-0.32

One compound at a time (already shown). Order of values: 5HT1E ag	M1 agonist	Jurkat tox 60K	5HT1E antag	5HT1a ag	S1P1 ag pot	S1P3 agonist	5HT1a antag	M1 antag
CCc1cc(=O)oc2cc(C)cc(O)c12 across the screens: 0.1	-1.1	-5	-9	-1.9	-1	0.9	-5	-0.71
CCN(Cc1ccccc1)S(=O)(=O)c1ccc(S(=O)(=O)N2CCN(C)CC2)cc1 across the screens: 1.2	0.35	5	-4	-0.1	-15	-0.2	-6	-0.15
COCCOC(=O)C1=C(C)NC2=C(C(=O)CC(C)(C)C2)C1c1ccc2c(c1)OCO2 (configuration not stated) across the screens: 0.1	0.28	0	4	-1.3	-24	-0.6	7	-0.025

More results
no.	Molecule	5HT1E ag	M1 agonist	Jurkat tox 60K	5HT1E antag	5HT1a ag	S1P1 ag pot	S1P3 agonist	5HT1a antag	M1 antag
21	O=C(Nn1cnnc1)c1cc(-c2ccccn2)nc2ccccc12	-1.0	-0.13	-1	-6	-2.6	-1	0.9	11	0.29
22	CCOC(=O)N1CCC(N2Cc3cccc(C(=O)N4CCN(C5CCCCC5)CC4)c3C2=O)CC1	0.0	0.85	9	-2	-2.3	-11	-0.3	10	0.49
23	COc1ccc(-c2nc(-c3ccncc3)no2)cc1OC	0.7	1.2	-2	5	2.8	106*	0.8	-2	0.4
24	O=C(O)C1CCCCC1C(=O)Nc1ccccc1F (configuration not stated)	-0.5	0.42	12	-2	-2.9	/	-0.9	8	0.85
25	CC(=O)NCN1CCN(CNC(C)=O)CC1	-0.3	0.63	-2	0	-1.2	-14	-1.4	15	-0.62
26	CN(C)CCCNC(=O)CC(c1ccc(F)cc1)c1ccco1 (configuration not stated)	-0.7	0.34	/	-1	-1.0	/	/	7	-0.14
27	COc1ccc(NC(=O)C2CCCN2S(=O)(=O)c2ccc3c(c2)CCC(=O)N3)cc1Cl (configuration not stated)	-0.1	-0.15	-2	15	0.2	0	-0.2	-8	-2.1
28	COc1ccccc1NC(=O)c1oc2ccccc2c1NC(=O)c1ccco1	-0.4	0.15	-1	14	-2.9	-32	-0.5	26	0.73
29	COc1ccc2[nH]c(=O)c(CN(Cc3cccs3)S(=O)(=O)c3cccc4nsnc34)cc2c1	-0.4	0.12	-3	7	5.3	3	-0.4	-23	1.1
30	CCCN1Cc2cccc(C(N)=O)c2C1=O	0.7	-0.27	13	5	-0.8	-9	-1.2	7	0.23
31	CC(C)c1ccccc1OCCNS(C)(=O)=O	-0.8	0.55	1	1	-2.2	-34	-1.5	8	0.66
32	CCC(C)(C)NC(=O)C1CCN(c2nc(C)cc(C)n2)CC1	0.3	-0.35	-2	-11	2.0	4	-0.3	-6	-0.54
33	Cc1cc(C)nc(NC2=NCC(=O)N2c2ccc(F)c(Cl)c2)n1	-0.4	-0.34	0	8	-0.2	11	-1.1	16	-0.009
34	CC12CC(NC(=O)N1Cc1ccccc1)c1ccccc1O2 (configuration not stated)	0.5	-1.8	/	-10	-0.3	/	/	4	0.71
35	O=C(c1ccc2c(c1)C(=O)N(Cc1ccco1)C2O)N1CCOCC1 (configuration not stated)	0.1	0.91	4	-6	-1.1	-27	-0.3	8	1.8
36	CCOC(=O)N1CCC(NCCNC(=O)c2ccc(Cl)cc2)CC1	-0.5	18*	/	-4	-0.2	/	/	-4	-0.87
37	O=C(CSc1nnc(Cn2c(=O)sc3ccccc32)n1-c1ccccc1)NCC1CCCO1 (configuration not stated)	0.6	-0.0061	8	1	0.8	-9	-0.5	-9	-0.28
38	O=C(OCc1nc(-c2ccccc2)oc1COC(=O)c1ccco1)c1ccco1	0.0	0.88	3	0	-5.3	-3	0.3	2	0.083
39	CCOC(=O)c1[nH]c(C)c(C(=O)N2CCN(c3ccc(F)cc3)CC2)c1C	-0.8	-0.55	0	8	-4.5	5	-1.0	-4	0.037
40	COc1ccc(S(=O)(=O)Nc2cccc(NC(C)=O)c2)cc1	0.0	-0.34	-2	3	1.1	2	-0.4	1	-0.16
41	CCCc1cc(=O)oc2c(C)c(O)c(CN3CCCCC3)cc12	1.0	0.18	/	-8	6.4	0	-2.1	/	0.68
42	Nc1nonc1-c1nc2ccccc2n1Cc1ccccc1	-0.2	0.1	89*	14	-1.5	/	-1.3	56*	0.78
43	O=C(NCc1ccccn1)/C(=N/O)c1ccccc1	-1.2	0.037	-4	-5	-1.9	-1	-1.0	-5	0.39
44	Cc1nccn1CCc1nc(N)nc(N)n1	1.1	/	0	-7	-1.4	/	-0.4	-3	/
45	COc1cc(Sc2ccc(C)cc2)c(OC)cc1N	-0.5	0.4	4	2	-3.5	13	0.0	28	0.032
46	COC(=O)c1cc2sccc2n1CC(=O)N1CCCc2ccccc21	-0.5	1.9	4	1	-2.8	2	-1.1	17	-0.045
47	O=C(NCCc1ccccc1)/C(=N\O)c1ccccc1	0.3	0.27	/	-1	-4.5	-26	-1.4	/	0.78
48	Cc1ccc(C(C(=O)NC2CCCCC2)N2CCOCC2)cc1 (configuration not stated)	-1.1	-0.25	/	7	-2.6	/	/	9	0.055
49	O=C(Nc1nonc1NC(=O)C1CCCCC1)C1CCCCC1	0.3	-0.77	-4	-3	1.8	-4	-0.9	-10	-0.96
50	N#Cc1nc(Cc2cccc3ccccc23)oc1N1CCCCC1	0.3	0.03	5	18	2.4	28	-0.5	-1	0.41
51	Cc1ccccc1-c1nc(CS(=O)(=O)CC(=O)NCCN2CCOCC2)c(C)o1	0.2	-0.48	-6	13	-1.7	4	-0.8	6	-0.14
52	Cc1ccc(N2C(=O)CC(NCc3ccc4c(c3)OCO4)C2=O)cc1Cl (configuration not stated)	0.0	-0.39	-10	1	-3.8	-20	-1.6	-4	1.5
53	COc1ccc(Oc2ccc(S(=O)(=O)N3CCCCC3)cc2S(=O)(=O)N2CCCCC2)cc1	-0.3	0	/	11	0.0	/	/	-26	-0.17
54	COc1ccccc1OCCNC(=O)c1ccccc1C	-0.3	-0.083	-1	2	-2.6	/	-1.0	3	-0.1
55	O=C(Nc1ccc(Br)cc1F)c1ccc2c(c1)N(Cc1ccccc1)C(=O)CS2=O (configuration not stated)	0.3	-0.51	-7	-8	-1.1	-4	0.0	0	0.63
56	CC(C)CCn1c(CN2CCN(c3cccc(Cl)c3)CC2)nc2c1c(=O)n(C)c(=O)n2C	0.3	0.17	-2	0	3.5	5	-1.4	-5	-0.28
57	CCn1ncc(C2=NOC(C(=O)Nc3ccc4c(c3)OCO4)C2)c1C (configuration not stated)	0.1	0.2	11	3	-3.0	0	-0.8	-2	0.46
58	CCN1CCN(Cc2nc3c(c(=O)n(C)c(=O)n3C)n2CCCc2ccccc2)CC1	-0.3	-0.38	/	-3	0.0	/	/	-8	-0.23
59	CCOc1ccc(C2c3c(oc4ccccc4c3=O)C(=O)N2CCCN2CCOCC2)cc1OCC (configuration not stated)	0.1	-0.13	0	-8	-0.8	-18	0.3	-12	0.66
60	CN(C)S(=O)(=O)c1ccc(C(=O)OCCCN=C2NS(=O)(=O)c3ccccc32)cc1	-0.3	0.85	5	1	-1.3	-1	-0.8	1	-0.39
61	O=C(CCN1C(=O)COc2ccccc21)NCc1cccs1	-0.1	0.12	4	-7	-3.7	-1	-0.4	-6	-0.012
62	O=C(c1ccc(Cl)cc1Cl)N1CCC(c2nc3c(nnn3Cc3ccco3)c(=O)[nH]2)CC1	-0.9	0.27	-10	2	-0.9	-12	1.1	-18	-1.3
63	O=C(Nc1cccnc1)c1coc(=O)c2ccccc12	-0.8	/	0	12	-1.2	22	-0.7	-12	/
64	O=C(O)CCC(=O)CCC(=O)c1ccccc1	0.6	0.071	4	-6	-2.5	-1	0.1	-3	-0.19
65	COc1ccc(CC(=O)Nc2ccc(-c3noc(COc4ccccc4C)n3)cc2)cc1	7.2	-0.51	9	1	-0.4	-2	-0.7	15	0.0038
66	CC(C)Cn1cc(C(=O)NCc2cccs2)c2c3ccccc3n(C)c2c1=O	-0.3	-0.089	-6	5	-3.1	18	-0.2	4	0.26
67	Cc1cc(-c2nc3ncccc3o2)ccc1N	0.1	-0.13	5	-9	2.5	-17	-0.6	-19	0.78
68	COC(=O)c1cccc(NC(=O)Cn2cnc3ccccc3c2=O)c1	0.0	0.48	-9	-5	-3.1	-60	-0.8	4	0.12
